Compound activity (PubChem BioAssay)
Avidin fluor = compound fluoresces at 488/530 nm on avidin beads | fluorescence (KMESF) at 10 µM | AID 1775 | 220,000 tested, 0.38% active | compound fluorescence 488/530 nm, flow cytometry; hits give high values; in the data active means fluorescence above about 47; further: inactives centre near 10
RGS7-Gao reg = human RGS7-Galphao interaction regulation; Multiplexed bead flow cytometry, RGS7-Galphao binding; actives lie on both sides; P09471; binding response (% of control), % at 10 µM; 220,000 tested, 0.35% active; in the data active means binding response below about 49% or above about 150%; inconclusive means no clear call, values can overlap the other calls; inactive means in between;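 further: fluorescent Galphao held in activated GDP-AlF4 state binding bead-coupled RGS7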
Target sequence (P09471 whole entry, looked up): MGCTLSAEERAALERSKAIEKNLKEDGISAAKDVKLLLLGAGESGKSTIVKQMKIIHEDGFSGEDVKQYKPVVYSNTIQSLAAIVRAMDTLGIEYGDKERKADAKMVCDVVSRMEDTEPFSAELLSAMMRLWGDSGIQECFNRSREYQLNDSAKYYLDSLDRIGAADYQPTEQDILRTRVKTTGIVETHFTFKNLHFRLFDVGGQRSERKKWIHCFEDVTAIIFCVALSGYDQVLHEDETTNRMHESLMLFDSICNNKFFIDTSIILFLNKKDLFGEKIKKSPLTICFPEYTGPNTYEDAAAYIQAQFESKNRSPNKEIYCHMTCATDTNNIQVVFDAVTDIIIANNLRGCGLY
RGS4-Gao reg = human RGS4-Galphao interaction regulation. Multiplexed bead flow cytometry, RGS4-Galphao binding; actives lie on both sides. binding response (% of control), % at 10 µM. 220,000 tested, 0.33% active. AID 1415; in the data active means binding response below about 49% or above about 150%; inactive means in between;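 further: fluorescent Galphao activated with aluminum fluoride binding bead-coupled RGS4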
Starred values were filed as active, the others as inactive; ? = inconclusive; · = not tested or not shown; [ ] = dose if it differs, or a comment.

SMILES	Avidin fluor	RGS7-Gao reg	RGS4-Gao reg
CC1CCCC(NC(=O)CCn2c(=S)oc3ccccc32)C1C (configuration not stated)	8	?	106
COC(=O)Nc1nnc(-c2ccccc2OC)s1	8	?	96
CCOC(=O)c1c(NC(=O)c2cc(C)on2)c2cc([N+](=O)[O-])ccc2n1C	3	?	95
Cc1cccc(/N=C/c2sc3ccccc3c2O)n1	7	?	107
O=C(NCc1ccco1)C(=O)NCC1OCCN1C(=O)c1ccc(Cl)cc1 (configuration not stated)	7	?	102
Cn1c(CO)cnc1-c1ccccc1	6	?	151*[activator]
CCOc1cc2c(cc1OCC)C(c1ccccc1)N(c1ccc(C(=O)O)cc1)C(=O)C2 (configuration not stated)	12	?	101
C/C(=N\NC(=O)CSc1nc(C)[nH]c1[N+](=O)[O-])c1ccc(F)cc1	6	?	106
CN(C)S(=O)(=O)c1cccc(NC(=O)COC(=O)CNC(=O)c2ccccc2F)c1	8	?	100
COCCCNC(=S)N1CCN(C)CC1	10	?	100
O=C(O)/C(=N/NC(=O)c1ccc(Cl)cc1)c1ccccc1	2	?	89
COCCCn1c(=S)[nH]c(C)c(C)c1=O	6	?	97
COc1ccc(NC(=O)CC2C(=O)NCCN2C(=O)c2ccc(N(C)C)cc2)cc1 (configuration not stated)	7	?	109
N#CCSc1nc2ccccc2o1	6	?	95
CCOC(=O)Cc1cc(=O)n2[nH]c(C(C)(C)C)cc2n1	7	?	107
Cc1ccc(-c2cnco2)cc1	8	?	98
Cc1ccc(-c2nn(C)c(=O)c3ccccc23)cc1CN1CCCCC1	4	?	94
O=C(O)c1cc(N/N=C/c2ccncc2)ccc1Cl	9	?	103
Cc1cc(NS(=O)(=O)c2ccc(NC(=S)Nc3ccc(Cl)cc3C)cc2)no1	9	?	103
Cc1cc(O)c(-c2cc(O)c(C)cc2O)cc1O	5	?	84
COc1cccc(NC(=S)Nc2cc(C)cc(C)n2)c1	3	?	109
CC1CC(OC(=O)C(O)c2ccccc2)CC(C)(C)N1C (configuration not stated)	7	?	96
Brc1c(C[n+]2ccccc2)nc2ccccn12	8	?	97
C#CCNc1ccc(C(=O)OCC)cc1	9	?	96
COc1ccc(/C=C/C(=O)O)cc1S(=O)(=O)N1CCC(C)CC1	6	?	102
O=C1N/C(=C\c2nc3ccccc3s2)c2ccccc21	9	·	115
CCCS(=O)(=O)c1cscc1NC(=O)c1c(-c2c(F)cccc2Cl)noc1C	7	?	105
COc1ccccc1NS(=O)(=O)c1ccc(O)c(C(=O)OCC(=O)N2CCc3ccccc32)c1	7	?	96
Cc1cc(C)n(CC2CC(=O)N(c3ccccc3)C2=O)n1 (configuration not stated)	13	?	103
COc1cccc(-c2nnc(N)o2)c1	4	?	91
CC(=O)c1cc2ccc(O)cc2oc1=O	7	?	92
c1csc(-c2ccn[nH]2)c1	7	?	110
O=C1CN(C(=O)CSc2nc3ccccc3c(=O)n2CCCN2CCOCC2)c2ccccc2N1	7	?	100
N#C/C(=C(/O)c1ccc([N+](=O)[O-])o1)c1nc2ccccc2[nH]1	8	?	99
Cn1c(=O)[nH]c(=O)c2c1nc(N/N=C/c1ccncc1)n2Cc1ccc(Cl)cc1	8	?	106
Cc1cc(=O)c(C(=O)O)nn1-c1ccc(Cl)cc1	8	?	99
Cc1cccn2c(CNCCSc3nccn3C)c(C(=O)N3CCCCC3)nc12	5	?	75
Cc1ccc(S(=O)(=O)N2CCCCC2)cc1NC(=O)Cn1cnnn1	3	?	101
Cc1cc(C)cc(OCc2ccc(C(=O)NN)o2)c1	6	?	97
O=C(O)c1cc(O)ccc1N=Nc1ccccc1	7	?	105

Arranged by SMILES length (lowest first): some entries from above.
SMILES	Avidin fluor	RGS7-Gao reg	RGS4-Gao reg
c1csc(-c2ccn[nH]2)c1	7	?	110
COc1cccc(-c2nnc(N)o2)c1	4	?	91
CC(=O)c1cc2ccc(O)cc2oc1=O	7	?	92
O=C(O)c1cc(O)ccc1N=Nc1ccccc1	7	?	105
Brc1c(C[n+]2ccccc2)nc2ccccn12	8	?	97
Cc1cc(C)cc(OCc2ccc(C(=O)NN)o2)c1	6	?	97
COc1cccc(NC(=S)Nc2cc(C)cc(C)n2)c1	3	?	109
O=C1N/C(=C\c2nc3ccccc3s2)c2ccccc21	9	·	115
CC1CC(OC(=O)C(O)c2ccccc2)CC(C)(C)N1C (configuration not stated)	7	?	96
Cc1cc(C)n(CC2CC(=O)N(c3ccccc3)C2=O)n1 (configuration not stated)	13	?	103
Cc1ccc(S(=O)(=O)N2CCCCC2)cc1NC(=O)Cn1cnnn1	3	?	101
COc1ccc(/C=C/C(=O)O)cc1S(=O)(=O)N1CCC(C)CC1	6	?	102
Cc1cccn2c(CNCCSc3nccn3C)c(C(=O)N3CCCCC3)nc12	5	?	75
CCCS(=O)(=O)c1cscc1NC(=O)c1c(-c2c(F)cccc2Cl)noc1C	7	?	105
N#C/C(=C(/O)c1ccc([N+](=O)[O-])o1)c1nc2ccccc2[nH]1	8	?	99
O=C1CN(C(=O)CSc2nc3ccccc3c(=O)n2CCCN2CCOCC2)c2ccccc2N1	7	?	100
COc1ccccc1NS(=O)(=O)c1ccc(O)c(C(=O)OCC(=O)N2CCc3ccccc32)c1	7	?	96

(cont.)
SMILES	Avidin fluor	RGS7-Gao reg	RGS4-Gao reg
NC(=S)NNc1ccc(Cl)c(Cl)c1	9	?	102
COc1ccc(/C=C/C(=O)C(C)(C)C)cc1OC	3	?	99
C#CCSc1nnnn1-c1ccc(Br)c(C)c1	8	?	100
COc1ccc(/C=C/c2cc(C(F)(F)F)on2)cc1	8	?	100
Cc1ccccc1N=C1NC(=O)/C(=C/c2cccnc2)S1	4	?	99
CC(C)(CC(=O)O)CC(=O)Nc1ccc(Cl)c(Cl)c1	9	?	105
Cc1nc(-c2ccccn2)nc(N2CCOCC2)c1Cl	6	?	99
CCCCCCCc1ccc(C2NC(=S)NC3=C2C(=O)c2ccccc23)cc1 (configuration not stated)	7	?	98
COc1cc(C(F)(F)F)nc2c(Br)c(C(C)(C)C)nn12	7	?	81
CC1(C(=O)Nc2cccc3ccccc23)CC1(Br)Br (configuration not stated)	6	?	101
COc1ccc(NC(=O)/C(C#N)=C\c2ccc(Br)o2)cc1	6	?	88
Clc1ccc(-c2csc(-c3cccnc3)n2)s1	8	?	106
CCC(C)[C@H]1CNC(=S)N1CCC12CC3CC(CC(C3)C1)C2 (some centres not stated)	11	?	100
C[C@@H](C(=O)NCCCCCC(=O)O)n1nnc2ccccc2c1=O	7	?	100
c1ccc(Nc2ncnc3[nH]ncc23)cc1	8	?	100
CCC(CO)Nc1nc2ccc(Cl)cc2c2ccccc12 (configuration not stated)	6	?	144
COc1ccc2c(n1)Sc1nc3ccccc3nc1N2	10	?	108
O=c1oc2ccc(Cl)cc2nc1/C=C(\O)c1ccco1	8	?	98
CC(=O)c1c(N2CCOCC2)nc2ccc(Br)cc2c1-c1ccccc1	11	?	100
O=C(NC1CCN(C(=O)c2cccs2)CC1)c1ccccc1	9	?	97
COc1ccc(C2c3ccc4ccccc4c3Oc3ncn(CCCO)c(=N)c32)cc1 (configuration not stated)	3	?	126
Cc1ccc2c(c1)C(c1ccccc1)C(=O)O2 (configuration not stated)	7	?	86
O=C(c1ccc2c(c1)OCO2)N1CCC2(CC1)Oc1ccc(Cl)cc1C(=O)C21CC(c2cccnc2)=NO1 (configuration not stated)	8	?	87
C=CCC1(/C=N/O)CCOC(C)(C)C1 (configuration not stated)	7	?	97
Clc1ccc(-c2c[n+](Cc3ccc(Br)cc3)c3n2CCCCC3)cc1	7	?	97
COC(=O)Cn1c(O)c(N=NC(=O)OC)c2ccccc21	7	?	102
Cc1ccc[n+](-c2[nH]c(=O)sc2/C=N/N=C(\[O-])CCn2c3ccccc3c3ccccc32)c1	18	?	134
Clc1ccccc1-c1nnc2n1CCCCC2	7	?	97
Cc1ccc(CN2CCN(/N=C/c3ccc(N(C)C)cc3)CC2)cc1	8	?	96
N#Cc1ccc(-c2cccnc2)nc1SCC(=O)c1ccccc1	8	?	102
Cc1ccc(NC(=O)CSc2nnc([C@H](C)NC(=O)OC(C)(C)C)o2)c(C)c1	9	?	98
S=C1NC[C@H](c2ccccc2)N1CCCCC1CCCCC1	16	?	95
COc1ccc(NC(=O)NC(=O)c2cc(OCC(F)(F)F)ccc2OCC(F)(F)F)cc1	4	?	77
COc1ccc(Cc2nnc(N/N=C/c3ccc(Br)cc3)[nH]c2=O)cc1OC	7	?	94
O=C(/C=C/Nc1ccc(S(=O)(=O)Nc2cnc3ccccc3n2)cc1)c1cccnc1	7	?	99
N#Cc1nccnc1S(=O)(=O)c1cccs1	4	?	103
O=C(CSc1nc2ncccc2[nH]1)Nc1ccc2c(c1)OCO2	4	?	102
NC(=O)c1ccc(NC(=O)CCNC(=O)c2ccco2)cc1	16	?	100
C/C(=N/NC(=O)CN1CCN(Cc2ccccc2Cl)CC1)c1cccs1	7	?	99
CCN1CCN(c2nc(Nc3ccccc3F)nc(N)c2[N+](=O)[O-])CC1	8	?	99
CC(C)[C@H](NC(=O)NCCC1=CCCCC1)C(=O)O	6	?	100
COC(=O)c1csc2c(C(F)(F)F)cc(N3CCN(C(=O)Nc4ccccc4)CC3)nc12	7	?	96
O=S(=O)(Nc1ccc(-c2nc3cccnc3s2)cc1)c1cc(F)ccc1F	5	?	101
CCOC(=O)Cn1c(=O)c(C#N)cn(C(C)C)c1=O	4	?	90
O=S1(=O)CC2SC(=S)N(Cc3ccccc3)C2C1 (configuration not stated)	7	?	99
Cc1ccc(/C=N/Nc2cc(C)nc(NCc3ccccc3)n2)cc1	9	?	97
Cc1ccc(S(=O)(=O)NCC[C@@]2(C)C3CCC2(C)C(=O)C3)cc1 (some centres not stated)	10	?	107
O=C(Nc1ccccc1C(=O)Nc1nnc(C(F)(F)F)s1)c1ccccc1	3	?	100
N#Cc1c(C(F)(F)F)cc(-c2cccs2)nc1SCC(=O)O	6	?	145
Cc1onc(-c2ccccc2)c1-c1nnc(-c2ccccc2C(F)(F)F)o1	5	?	106
S=C(NCC1CC1)N/N=C/c1ccccc1Cl	4	?	105
O=C(CCCO)NC1Cc2ccccc2C1	4	?	102
Cc1nc(S/C(C(=O)O)=C2/C(=O)Nc3ccccc32)n[nH]1	7	?	98
OCCNc1cc(Cl)ncn1	6	?	101
COC(=O)C(=Nc1ccccc1)/C(C(=O)C(=O)N(C)c1ccccc1)=C(\O)c1ccccc1	6	?	100
O=c1[nH]c2ccc(S(=O)(=O)N3CCN(c4ccc(F)cc4)CC3)cc2o1	8	?	85
Cc1noc(C)c1C(=O)N(C)Cc1ccccc1	6	?	100
Nc1c2c(nc3sc4c(c13)CCCC4)-c1ccccc1CC2	4	?	105
CC(=O)NC(CC(=O)Nc1nccs1)c1ccccc1 (configuration not stated)	8	?	103
O=C(/C=C/c1ccc2c(c1)OCO2)Nc1nc2ccc(F)cc2s1	10	?	99
Going on with the list.
SMILES	Avidin fluor	RGS7-Gao reg	RGS4-Gao reg
O=C(Nc1nc2c(F)cc(F)cc2s1)C1COc2ccccc2O1 (configuration not stated)	8	?	99
O=C(O)C(F)(F)C(NCc1ccccc1)c1ccccc1 (configuration not stated)	8	?	101
Cc1onc(-c2ccccc2)c1CNC(=O)Nc1ccc(F)cc1F	4	?	96
NS(=O)(=O)c1ccc(NC(=O)c2cccc(Cl)c2)cc1	3	?	101
Cc1c(-c2ccc(Br)cc2)[n+](=O)c2c(n1[O-])CCCCC2	7	?	97
COc1cc2c(cc1OC)C(C)N(C(=O)c1nccnc1C(=O)O)CC2 (configuration not stated)	5	?	104
NC(=S)Nc1cccc(F)c1	3	?	101
O=C1N(c2ccccc2)C(=Nc2ccccc2)SC12CC2	7	?	103
Cc1cc(-n2cccn2)ccc1CN1CCN(CC(C)C)C(CCO)C1 (configuration not stated)	4	?	84
COc1cc(NC(=S)NCCc2ccccc2)c(OC)cc1NC(=O)C(C)C	7	?	101
NC1=NC[C@H](c2ccccc2)N1CCc1cc(C(F)(F)F)cc(C(F)(F)F)c1	17	?	100
O=C(O)Cc1sc(NCc2ccco2)nc1-c1ccccc1	4	?	95
Nc1ccc(S(=O)(=O)Nc2ccc(Cl)nn2)cc1	9	?	105
Cc1cc(S(=O)(=O)NC2CCN(Cc3ccccc3)CC2)c(C)cc1Cl	9	?	74
CCOC(=O)c1sc(=S)n(C)c1NC(=O)c1ccc(C(C)(C)C)cc1	4	?	101
Clc1ccc(C2=NN(c3ccccc3)C(c3ccco3)C2)cc1 (configuration not stated)	8	?	101
COc1ccc(N(CCC(=O)O)S(=O)(=O)c2ccc(C)c(C)c2)cc1	3	?	100
COc1ccccc1C(=O)Nc1cccc(Oc2c(F)c(F)c(F)c(F)c2F)c1	10	?	105
N#Cc1c(N2CCCC2)ccc(Br)c1Cl	4	?	83
CCOC(=O)C1C(c2ccc(OC)c(OC)c2)c2c([nH][nH]c2=O)CC1(C)O (configuration not stated)	6	?	109
Cc1nc2n[nH]c(N)c2c2c1CCCC2	5	?	104
CC(C)CNCC1OCc2ccccc2CO1	8	?	102
Cn1nc(C(=O)NCCc2ccc(S(N)(=O)=O)cc2)c2ccccc2c1=O	2	?	97

Profiles from above.
`Cc1cc(-n2cccn2)ccc1CN1CCN(CC(C)C)C(CCO)C1` (configuration not stated) is listed as Avidin fluor = 4; RGS7-Gao reg = ?; RGS4-Gao reg = 84
`O=C(Nc1nc2c(F)cc(F)cc2s1)C1COc2ccccc2O1` (configuration not stated) is listed as Avidin fluor = 8; RGS7-Gao reg = ?; RGS4-Gao reg = 99

A portion of the library, so the mix of outcomes need not match the whole.
